Source: PubChem BioAssay (several laboratories)
Alkaline phosphatase: inhibition of tissue-nonspecific alkaline phosphatase – biochemical, luminescent (AID 518). 0.09% of 64,000 active. inhibition, % at 20 µM; hits with a dose series show IC50 in µM. purified TNAP enzyme, luminescent substrate readout; higher % means a stronger effect; in the data active = a potency from the dose series; inactive = the rest, 99 in 100 with inhibition below about 22%;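 also: plate controls were vehicle for no effect and reference inhibitor for full effect; many of its hits are not listed in these tables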
PMK inhibit: S. pneumoniae PMK inhibition; purified PMK, PK/LDH-coupled NADH absorbance 340 nm; inhibition, % at 10 µM; 0.49% of 65,000 active;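 active = top-ranked compounds by inhibition in the single 10 µM screen, taking a fixed number of the strongest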;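 also: 0% = full reaction with DMSO carrier and 100% = background rate without enzyme reaction; no value below 0 was filed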
HT1080 viability: cytotoxicity in HT1080 fibrosarcoma cells, cell-based, fluorescence readout (AID 620); HT1080 viability, fluorescence; higher % means a stronger effect; one-dose cytotoxicity, % at 10 µM; EC50 in µM for titrated hits; 0.42% of 87,000 active;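 also: cells exposed to compound overnight then 4 h with Alamar Blue; 0% = vehicle DMSO and 100% = killing control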
HPDE-C7 viability: cytotoxicity in HPDE-C7 cells, cell-based, fluorescence, HTS (AID 430). HPDE-C7 pancreatic duct cells viability, fluorescence; higher % means a stronger effect. cytotoxicity, % at 10 µM, or EC50 in µM where a hit was titrated. 1.8% of 63,000 active;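 also: cells exposed to compound for 48 hours before viability readout; 0% = vehicle and 100% = reference cytotoxic drug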
MK inhibit: inhibitors of Streptococcus pneumoniae mevalonate kinase; purified MK, PK/LDH-coupled NADH absorbance 340 nm; inhibition, % at 10 µM; 0.48% of 65,000 active; AID 555;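 active = ranked among the strongest by inhibition in the single 10 µM screen, a fixed top-ranked set picked for dose follow-up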; also: no value below 0 was filed
Spn DPM-DC inh: blocks S. pneumoniae diphosphomevalonate decarboxylase; purified DPM-DC, PK/LDH coupled NADH fluorescence; calls only at 10 µM; 0.49% of 65,000 active;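 active = the 320 compounds with the highest percent inhibition in the single-dose primary screen, excluding strongly autofluorescent ones, cut at about 32% in these data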;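 also: kinetic rate of NADH fluorescence loss reporting ADP formed by the decarboxylase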
LYP phosphatase: inhibition of human PTPN22 tyrosine phosphatase – biochemical, DiFMUP fluorescence, recombinant catalytic domain, 10 µM, primary screen (AID 606); recombinant LYP catalytic domain, DiFMUP fluorescence; higher % means a stronger effect; one-dose inhibition, % at 10 µM; IC50 in µM for titrated hits; 52,000 tested, under 10 active;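 active = IC50 under 40 µM in the dose-response test; inactive = IC50 of 40 µM or more, or never dose-tested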
Bfl-1 inhibitors: displacement of Bid BH3 peptide from Bfl-1 – biochemical, fluorescence polarization, FITC-Bid, mouse, primary screen (AID 432); FITC-Bid BH3 peptide fluorescence polarization displacement; higher % means a stronger effect; displacement, % at 20 µM, or IC50 in µM where a hit was titrated; 0.02% of 64,000 active; in the data active = a potency from the dose series; inactive = the rest, 99 in 100 with displacement below about 15%; also: strong numbers were not always called active
HPDE-C7K KRASV12: viability loss of HPDE-C7K cells – cell-based, fluorescence, HTS, primary screen (AID 431); HPDE-C7K KRASV12 cells, Alamar Blue viability, 48 h; higher % means a stronger effect; cytotoxicity, % at 10 µM; hits with a dose series show EC50 in µM; 1.7% of 63,000 active;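 active = compounds whose percent cytotoxicity in the single-dose primary screen, scaled between solvent and toxic-drug controls, exceeds 50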;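 also: 0% = DMSO solvent wells and 100% = doxorubicin-treated wells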
PMK inhibit pilot replicates: also measured in PMK inhibit; calls as there; inhibition, %; measured here: pilot screen replicates
MK inhibit pilot replicates: recorded beside MK inhibit, whose call it bears; inhibition, %; measured here: pilot screen replicates
Spn DPM-DC inh pilot screen %: second read-out of Spn DPM-DC inh, no call of its own (marks repeat the call); inhibition, %; measured here: pilot screen trials
An asterisk follows results filed as active; i = inactive; . = no result given; + = active, no number. Rule as the data show it, unless noted: active = cytotoxicity above about 50%; inactive = the rest.

SMILES | Alkaline phosphatase | PMK inhibit | HT1080 viability | HPDE-C7 viability | MK inhibit | Spn DPM-DC inh | LYP phosphatase | Bfl-1 inhibitors | HPDE-C7K KRASV12 | others
CCC(=O)OC1=C2C(=Nc3c(c(=O)n(C)c(=O)n3C)C2c2ccccc2)c2ccccc21 (stereo not drawn) | 12% | 5 | -1% | 0% | 8 | i | 11% | -6% | 18%
COCCN1CC(=O)N(c2cccc(C)c2C)C(c2ccc(Cl)cc2)C1=O (stereo not drawn) | 4% | 16 | 13% | 7% | 13 | i | . | -1% | 0%
COc1ccc(CC(=O)N2CCN=C2SC)cc1 | 8% | 2 | 2% | -1% | 1 | i | 8% | 2% | -2%
O=C(C1CCCN(c2ncccn2)C1)N1CCc2ccccc21 (stereo not drawn) | 10% | 18 | -5% | 1% | 0 | i | . | 3% | -8%
O=C(O)c1cccc(NC(=O)C2CC(=O)N(Cc3ccccc3)C2)c1 (stereo not drawn) | 11% | 5 | -1% | -5% | 14 | i | 2% | 1% | -4%
CCNC(=O)/N=C1/NC(=O)C(C(C)C)O1 (stereo not drawn) | . | 8 | 18% | . | 0 | i | 6% | . | .
CN(C)c1ccc(CN(C(=O)C2COc3ccccc3O2)C2CCS(=O)(=O)C2)cc1 (stereo not drawn) | 11% | 8 | -14% | -5% | 9 | i | 11% | 2% | 4%
CCn1c(SCC(=O)c2c[nH]c3ccccc23)nnc1-c1cccs1 | 11% | 3 | 1% | 7% | 5 | i | 7% | -7% | 38%
COc1ccc(NC(=O)c2nnn(Cc3cccc(F)c3)c2N)c(OC)c1 | 8% | 0 | -6% | 29% | 1 | i | 10% | -2% | 30%
COc1ccc(C2C(C(=O)c3sc(C)nc3C)=C(O)C(=O)N2CCN(C)C)cc1OC (stereo not drawn) | 14% | 9 | 0% | -1% | 14 | i | 5% | 0% | -5% | PMK inhibit pilot replicates=4.5;MK inhibit pilot replicates=0.0;Spn DPM-DC inh pilot screen %=2.5
CCN(CC(=O)Nc1cccc(OC)c1)C(=O)C1CCN(C(=O)Nc2ccccc2)CC1 | 3% | 6 | 4% | 0% | 0 | i | 3% | 0% | 0%
COc1cccc(NS(=O)(=O)c2cn(C)c(=O)n(C)c2=O)c1 | 9% | 16 | . | -20% | 4 | i | -10% | 8% | -6%
CCCCCCn1ccc(=N)cc1 | 6% | 9 | -7% | -6% | 0 | i | 6% | 2% | -6%
Cn1c(NC(=O)c2cccs2)c(-c2cccs2)c(=O)c2ccccc21 | 5% | 7 | -8% | 0% | 11 | i | . | -9% | -2%
CCCCC(CC)CNC(=O)c1cccs1 (stereo not drawn) | 7% | 9 | -10% | -14% | 5 | i | 2% | -5% | -24%
CC(C)C(=O)N(Cc1ccc2c(c1)OCO2)Cc1ccccn1 | 9% | 14 | 4% | 5% | 7 | i | . | -8% | -15%
COc1ccc(-c2cn3c(C)c(C(=O)NC(C)(C)C)sc3n2)cc1 | 0% | 12 | 8% | 16% | 5 | i | -13% | -2% | 1%
COc1cccc(C2CC(c3ccccc3)n3ncnc3N2)c1 (stereo not drawn) | 21% | 0 | . | -8% | 12 | i | 6% | -6% | 2% | PMK inhibit pilot replicates=0.0;MK inhibit pilot replicates=1.5;Spn DPM-DC inh pilot screen %=0.5
Cc1nc2ccccc2n1CC(=O)OCC(=O)Nc1ccc2c(c1)OCCO2 | 8% | 10 | 7% | -4% | 3 | i | 5% | 1% | -8%
CC1CCN(CC(C)OC(=O)c2ccc3c(c2)OCCO3)CC1 (stereo not drawn) | 2% | 6 | -4% | 3% | 5 | i | 0% | 5% | 3%
O=C(NCCN1CCOCC1)c1cccc(S(=O)(=O)N2CCCCCC2)c1 | 10% | 0 | -2% | -18% | 1 | i | 17% | -3% | -13%
CC1CCN(C(=O)Cn2c(=O)n(Cc3ccc4c(c3)OCO4)c(=O)c3ccccc32)CC1 | 3% | 8 | 0% | -4% | 0 | i | 0% | -3% | 25%
COc1ccc(C(C)=O)cc1CN1C(=O)C(C)N(c2ccc(C)cc2)C1=O (stereo not drawn) | 10% | 0 | 1% | 4% | 6 | i | 4% | -2% | 2%
c1ccc(OCCCn2nnc(-c3cccnc3)n2)cc1 | 25% | 12 | -1% | -3% | 8 | i | 6% | -10% | -6% | PMK inhibit pilot replicates=4.5;MK inhibit pilot replicates=2.0;Spn DPM-DC inh pilot screen %=1.0
C=CCn1c(SCC(=O)Nc2nccs2)nnc1-c1cc2cccc(OC)c2o1 | 6% | 7 | 6% | 11% | 10 | i | 12% | -4% | 3%
COc1cccc(N2CCN(C(=O)CN(C)S(=O)(=O)c3ccc4c(c3)CCC(=O)N4)CC2)c1 | -4% | 3 | -6% | -2% | 8 | i | 8% | -8% | -20%
CC(=O)c1cccc(N(CC(=O)N2CCOCC2)S(C)(=O)=O)c1 | 8% | 6 | 0% | -1% | 7 | i | -8% | 2% | -6%
Clc1ccc(-c2nnc3sc(-c4ccco4)nn23)c(Cl)c1 | 9% | 13 | -4% | 4% | 15 | i | 1% | -4% | -9%
CCS(=O)(=O)n1nc(-c2ccco2)nc1SC | 12% | 5 | 9% | 1% | 9 | i | . | -3% | -6%
COc1ccc(Oc2c(C)oc3c(CN(C)C)c(O)ccc3c2=O)cc1 | 6% | 8 | -12% | -14% | 2 | . | 11% | -3% | -5%
O=C(Cc1cc(=O)[nH]c(=O)[nH]1)N1CCN(C(=O)c2ccco2)CC1 | 6% | 16 | 1% | 0% | 5 | i | 6% | 7% | 7%
CCOC(=O)N1CCC(c2cc(=O)n3[nH]c(-c4ccccc4)cc3n2)CC1 | 6% | 0 | 4% | -2% | 10 | i | 2% | 5% | 5%
Cc1cc(C)nc(SCC(=O)Nc2ccc(N3CCOCC3)c(Cl)c2)n1 | 14% | 4 | 22% | 6% | 4 | i | 5% | 4% | 0%
CCOC(=O)C1=C(C)N2C(=C(C#N)[C@@H]1c1ccc(C(=O)OC)cc1)SC[C@@]2(O)C(C)(C)C | 2% | 11 | -12% | -1% | 3 | i | 8% | 0% | 29%
COC(=O)C1C2C=CC3(CN(C4CCCC4)C(=O)C13)O2 (stereo not drawn) | 8% | 9 | 30% | -12% | 0 | i | . | -2% | -28%
CC(C)CCN(C)C1CCN(S(=O)(=O)c2ccc(F)cc2)CC1 | 11% | 16 | -7% | 40% | 9 | i | -5% | -7% | 31% | PMK inhibit pilot replicates=3.0;MK inhibit pilot replicates=0.5;Spn DPM-DC inh pilot screen %=3.5

In the list so far, 3 have a Cl atom.
SMILES | Alkaline phosphatase | PMK inhibit | HT1080 viability | HPDE-C7 viability | MK inhibit | Spn DPM-DC inh | LYP phosphatase | Bfl-1 inhibitors | HPDE-C7K KRASV12 | others
COCCN1CC(=O)N(c2cccc(C)c2C)C(c2ccc(Cl)cc2)C1=O (stereo not drawn) | 4% | 16 | 13% | 7% | 13 | i | . | -1% | 0%
Clc1ccc(-c2nnc3sc(-c4ccco4)nn23)c(Cl)c1 | 9% | 13 | -4% | 4% | 15 | i | 1% | -4% | -9%
Cc1cc(C)nc(SCC(=O)Nc2ccc(N3CCOCC3)c(Cl)c2)n1 | 14% | 4 | 22% | 6% | 4 | i | 5% | 4% | 0%

More structures follow:
SMILES | Alkaline phosphatase | PMK inhibit | HT1080 viability | HPDE-C7 viability | MK inhibit | Spn DPM-DC inh | LYP phosphatase | Bfl-1 inhibitors | HPDE-C7K KRASV12 | others
COc1ccccc1CNC(=O)C1CCCN(S(=O)(=O)c2cnc[nH]2)C1 (stereo not drawn) | 18% | 4 | 0% | -6% | 1 | i | 1% | -2% | 3% | PMK inhibit pilot replicates=6.0;MK inhibit pilot replicates=7.5;Spn DPM-DC inh pilot screen %=5.0
CC1(C)CC(NS(=O)(=O)c2ccccc2)CC(C)(C)N1 | 10% | 9 | -3% | -10% | 5 | i | 16% | -3% | -8%
CCCN1CCN(CCCNC(=O)c2cc3c(=O)n(C)c4ccccc4c3n2C)CC1 | 4% | 4 | 5% | -8% | 8 | i | . | 0% | -7%
Cc1cccc2cc(CN(Cc3ccco3)S(=O)(=O)c3ccc4c(c3)OCCO4)c(=O)[nH]c12 | 9% | 5 | 16% | 24% | 5 | + | . | -6% | 23%
Cc1ccc2ncnc(NCCCN3CCOCC3)c2c1 | 13% | 13 | 0% | -19% | 0 | i | 13% | -10% | -9% | PMK inhibit pilot replicates=0.5;MK inhibit pilot replicates=8.0;Spn DPM-DC inh pilot screen %=2.0
CCN1CCN(C(=O)C2c3cc(OC)c(OC)cc3C(=O)N3CCc4ccccc4C23)CC1 (stereo not drawn) | 6% | 6 | -10% | 2% | 13 | i | 11% | 5% | -1%
COC(=O)c1cc(Br)c(=O)n(-c2ccccc2OC)c1 | 10% | 12 | 2% | -3% | 10 | i | 7% | 4% | 17%
COC(=O)CSc1nc2ccccc2nc1SCC(=O)OC | 15% | 9 | 1% | 0% | 4 | i | . | -2% | -3%
CCCn1nnc(NCc2ccc(OCc3cccs3)c(OC)c2)n1 | 16% | 0 | 13% | 19% | 0 | i | 3% | 1% | 11% | PMK inhibit pilot replicates=4.0;MK inhibit pilot replicates=0.0;Spn DPM-DC inh pilot screen %=2.0
O=C(NCCc1ccc2c(c1)OCCO2)c1cc2ccccc2o1 | 2% | 11 | -12% | 0% | 1 | i | . | 2% | 4%
CC(C)Sc1nnc(Cn2c(=O)sc3ccccc32)n1-c1ccccc1 | 2% | 0 | 2% | -29% | 0 | i | . | -1% | -15%
CC(=O)Nc1ccc(S(=O)(=O)NC2=NCN(CCOC(=O)c3ccccc3)CN2)cc1 | 4% | 1 | -2% | 8% | 1 | i | 8% | 4% | -2%
Cc1ccc(C(=O)CN2CCC(NC(=O)C3CCCCC3)CC2)cc1 | 10% | 6 | -3% | -2% | 0 | i | . | -3% | -3%
COc1ccc(C2CC(C(F)(F)F)n3nc(CO)c(Cl)c3N2)cc1OC (stereo not drawn) | -2% | 12 | -3% | -17% | 1 | i | 13% | 1% | -18%
CN(C)S(=O)(=O)N1CCN(S(=O)(=O)N(C)C)CC1 | -6% | 1 | . | -4% | 9 | i | 0% | 3% | 2%
COc1ccc(NC(=O)Nc2ccccc2C(N)=O)cc1OC | 6% | 0 | 2% | -15% | 6 | i | 6% | -2% | -10%
Cc1cccc(OCc2nc(-c3nonc3N)no2)c1C | 16% | 9 | 3% | -7% | 5 | i | . | -3% | -3%
Cc1cccc(N2CCN(C(=O)c3cc4ccccc4oc3=O)CC2)c1C | 17% | 3 | 1% | 5% | 1 | i | 8% | -4% | 18% | PMK inhibit pilot replicates=0.0;MK inhibit pilot replicates=1.0;Spn DPM-DC inh pilot screen %=0.0
CC(Sc1nc(-c2ccccc2)cc(C(F)(F)F)n1)C(=O)NCCN1CCOCC1 (stereo not drawn) | 7% | 8 | 2% | -14% | 6 | i | 12% | -9% | 1%
CCN(C1CCCCC1)S(=O)(=O)c1ccc(OC)c(C)c1 | 14% | 6 | 3% | -14% | 7 | i | 11% | 3% | -8% | PMK inhibit pilot replicates=6.5;MK inhibit pilot replicates=0.0;Spn DPM-DC inh pilot screen %=0.0
Cc1ccc(-c2csc3nc(=O)c(C)nn23)cc1 | 10% | 8 | -1% | 3% | 0 | i | 32% | 2% | -6%
